Screens as filed in PubChem.
FBW7 act – human FBW7 E3 ligase activation, primary screen; hit rate 0.13% among 650,000; AID 1259310; Q969H0; normalized activity (activation), % at 26.1 µM; AlphaScreen FBW7–phospho-cyclin E peptide binding, activator screen; in the data active = normalized activity above about 1.9%;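 also: purified mutant Fbw7 with reduced substrate affinity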
Target sequence (Q969H0 whole entry, looked up): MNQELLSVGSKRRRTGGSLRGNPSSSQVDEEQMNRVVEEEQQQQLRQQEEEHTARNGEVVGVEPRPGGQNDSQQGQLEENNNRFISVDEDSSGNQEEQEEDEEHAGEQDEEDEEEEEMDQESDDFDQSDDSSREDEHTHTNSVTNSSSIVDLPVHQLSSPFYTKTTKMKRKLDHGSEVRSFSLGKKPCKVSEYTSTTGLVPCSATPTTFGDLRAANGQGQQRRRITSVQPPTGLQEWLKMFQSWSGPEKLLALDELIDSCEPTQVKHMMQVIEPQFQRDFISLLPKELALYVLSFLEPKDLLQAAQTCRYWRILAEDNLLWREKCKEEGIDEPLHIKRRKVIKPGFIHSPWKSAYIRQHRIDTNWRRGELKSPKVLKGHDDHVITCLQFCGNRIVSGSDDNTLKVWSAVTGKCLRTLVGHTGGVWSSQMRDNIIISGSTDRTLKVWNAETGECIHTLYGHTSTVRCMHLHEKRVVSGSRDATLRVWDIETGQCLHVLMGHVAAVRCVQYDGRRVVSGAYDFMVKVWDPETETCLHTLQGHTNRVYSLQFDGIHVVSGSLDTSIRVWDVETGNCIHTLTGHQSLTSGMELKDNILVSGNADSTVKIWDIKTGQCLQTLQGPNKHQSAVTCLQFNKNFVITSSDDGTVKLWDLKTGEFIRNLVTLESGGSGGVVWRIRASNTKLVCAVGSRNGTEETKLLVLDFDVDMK
GPR151 activ – activates the human receptor GPR151 | Q8TDV0 | PathHunter beta-arrestin GPR151 cells, luminescence | activation, % at 11.2 µM | hit rate 1% among 650,000 | AID 1508602; in the data active = activation above about 4.9%;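 also: 0% = median of compound wells and 100% = cells with positive control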
Target sequence (Q8TDV0 whole entry, looked up): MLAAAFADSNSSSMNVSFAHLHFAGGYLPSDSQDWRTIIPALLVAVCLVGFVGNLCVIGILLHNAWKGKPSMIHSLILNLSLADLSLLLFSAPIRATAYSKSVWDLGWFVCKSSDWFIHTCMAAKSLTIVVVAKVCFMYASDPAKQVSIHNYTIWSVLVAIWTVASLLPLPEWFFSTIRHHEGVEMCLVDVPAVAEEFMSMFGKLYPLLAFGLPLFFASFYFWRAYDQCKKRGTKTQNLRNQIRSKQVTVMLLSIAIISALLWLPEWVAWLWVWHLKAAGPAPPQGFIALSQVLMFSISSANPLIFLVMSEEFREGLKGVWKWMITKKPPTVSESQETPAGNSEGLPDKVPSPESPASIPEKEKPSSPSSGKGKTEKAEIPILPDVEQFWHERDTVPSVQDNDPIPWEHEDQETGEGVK
TEAD-YAP inh – TEAD-YAP interaction inhibition; inhibition, % at 9.12 µM; hit rate 1.4% among 640,000; HEK-TIYL cells, TEAD-Gal4/YAP UAS-luciferase luminescence; in the data active = inhibition above about 32%;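 also: 0% = median of test compound wells and 100% = reference inhibitor wells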
MITF primary – inhibitors of human MITF; AlphaScreen MITF homodimerization, bead proximity signal; inhibition, % at 2.6 µM; hit rate 0.91% among 650,000; in the data active = inhibition above about 50%;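 also: 0% = vehicle wells with protein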
* marks the source's active call; other numbers are inactive results. Outcome played no part in choosing rows. About 3.4% of those tested had a hit in this group.

SMILES | FBW7 act | GPR151 activ | TEAD-YAP inh | MITF primary
COc1ccc(OC)c(CCNC(=O)Cc2noc3ccccc23)c1 | -0.3 | 1.2 | -5.0 | -3.1
O=C(NC1CC1)c1ccc(-c2nc(NCCCN3CCCC3=O)c3ncn(CCN4CCCC4=O)c3n2)cc1 | -0.1 | 0.5 | 3.2 | -3.7
Cn1nc(C(=O)Nc2ccc(-c3nnc4n3CCCCC4)cc2)c2ccccc2c1=O | -0.1 | -0.4 | -0.6 | -7.8
COCCn1c(SCC(=O)N2C(C)CCCC2C)nnc1-c1ccncc1 (stereo not given) | 0.1 | -1.5 | -7.3 | 2.9
Cc1cc(C)n2nc(S(=O)(=O)NCCOc3ccccc3)nc2n1 | 0.0 | 1.4 | 15.6 | 3.5
CCN(CC)CCCNC(=O)c1nn(-c2cccc(OC)c2)c(=O)c2ccccc12 | 0.1 | 0.0 | 9.0 | 6.1
CCCCCc1ccc(-c2ccc(C(=O)Nc3ccc([N+](=O)[O-])cc3OC)cc2)nc1 | -0.1 | 0.8 | 1.0 | 16.8
COc1ccc(NS(=O)(=O)c2ccc(NC(=O)C(C)Oc3ccc(C)cc3)cc2)cc1 (stereo not given) | -0.1 | 0.1 | 7.5 | 10.4
Cn1ccnc1SCCNC1CCN(c2cccc(NC(=O)CC3CCCC3)c2)CC1 | -0.1 | -0.2 | -0.2 | -6.6
Cc1cc(C)n(CC(=O)N2CCC(CCC(=O)NCC3CCCO3)CC2)n1 (stereo not given) | -0.1 | -1.8 | -2.7 | 1.4
CC1=C(C(=O)OC2CCCC2)C(c2cccc3ccccc23)NC(=O)N1 (stereo not given) | -0.1 | 2.0 | -18.5 | 1.7
O=C1CCC(C2CCC(=O)CC2)CC1 | -0.1 | -1.4 | 12.1 | 11.5
O=c1c2sccc2nc(SCc2cc(=O)n3cc(Cl)ccc3n2)n1Cc1ccccc1F | -0.3 | 0.4 | -7.1 | -6.4
COCCNC(=O)c1sc2nc(C)nc(N3CCN(C)CC3)c2c1C | -0.1 | -0.6 | -0.5 | 4.1
Cc1ccc(OCC(=O)NN2C(=O)c3ccccc3C2=O)c(C)c1 | -0.1 | 1.2 | 4.8 | -11.6
CC1=[N+]([O-])C(C)(C)C(c2ccc(C)o2)=[N+]1[O-] | 0.0 | 0.6 | 1.2 | 6.6
CN(C)CCCn1c(N)c2c3c(sc2nc1=O)COC(C)(C)C3 | 0.1 | 3.9 | 7.3 | -2.2
CCOC(=O)c1ccc(Nc2ccc3nonc3c2[N+](=O)[O-])cc1 | 0.1 | 0.7 | 7.3 | 4.5
COc1cccc(NC(=O)c2cccc(NC(=O)C3C4CC5OC(=O)C3C5C4)c2)c1 (stereo not given) | -0.1 | -1.3 | 5.8 | -9.2
CCOc1ccc(C(CC(=O)O)NC(=O)Cc2ccccc2)cc1 (stereo not given) | -0.1 | -0.9 | -5.9 | -22.4
Cc1ccc(SCC(=O)N2c3ccccc3Sc3ccccc32)cc1 | -0.2 | -0.8 | 2.1 | 3.2
O=C(Nc1cccc2c1OCO2)c1nn2c(C(F)(F)F)cc(-c3ccc(Br)cc3)nc2c1Cl | 0.4 | 0.0 | 12.1 | 8.5
CCC(C)(C(=O)NC1CCCCC1)N(Cc1ccco1)C(C)=O (stereo not given) | -0.3 | 1.7 | 4.2 | -1.4
CCN(CC)c1ccc(C2N(C(=O)c3ccccc3)CCN2C(=O)c2ccccc2)cc1 | 0.1 | -1.7 | 14.8 | 9.7
COc1cccc(C(=O)NC(=S)Nc2ccccc2C(=O)O)c1 | -0.3 | -3.5 | -19.5 | -0.5

Two of the compounds above, with two lines to a compound:
Values run as follows: FBW7 act	GPR151 activ	TEAD-YAP inh	MITF primary
Cn1nc(C(=O)Nc2ccc(-c3nnc4n3CCCCC4)cc2)c2ccccc2c1=O
    -0.1	-0.4	-0.6	-7.8
COCCn1c(SCC(=O)N2C(C)CCCC2C)nnc1-c1ccncc1 (stereo not given)
    0.1	-1.5	-7.3	2.9

Further compounds
SMILES | FBW7 act | GPR151 activ | TEAD-YAP inh | MITF primary
CCCOc1ccc(C2C(C(=O)OC)=C(C)N(C)C(C)=C2C(=O)OC)cc1 | 0.6 | 0.4 | 0.5 | -2.7
CCOc1ccc(/C=C2/N=C(c3cc([N+](=O)[O-])ccc3OC)OC2=O)cc1 | -0.1 | -1.3 | 7.0 | 3.0
CCCCNc1nc(=S)[nH]c2ccccc12 | 0.2 | 1.3 | 0.9 | 6.8
COc1ccc(OC)c(/C=C2\Oc3c(ccc(O)c3CN3CCCCC3)C2=O)c1 | 0.0 | 0.9 | 9.3 | 1.9
CCCc1cc(N2CCN(c3ccc([N+](=O)[O-])cc3)CC2)n2cnnc2n1 | -0.1 | -0.1 | 1.5 | -0.5
O=S(=O)(c1ccc(Cl)cc1)N1CCN(Cc2ccccn2)CC1 | -0.1 | 0.0 | 2.6 | 7.9
Cc1cc(N2CCN(C(=O)c3ccc(F)c(F)c3)CC2)c(F)cc1[N+](=O)[O-] | -0.1 | -0.6 | -1.4 | 2.4
CCCCC(=O)Nc1nnc(-c2ccco2)s1 | -0.1 | 0.1 | -47.6 | 0.3
COc1ccc(NC(=O)CSc2nnc(CNC(=O)c3cccs3)n2-c2ccccc2OC)cc1 | 0.0 | 0.3 | 1.6 | -1.4
CN(CCC#N)C(=O)COC(=O)c1ccccc1Br | 0.4 | -1.4 | -6.1 | 14.3
Cc1ccccc1SCC(=O)Nc1ccc(N2CCOCC2)cc1 | 0.0 | -0.1 | -4.0 | 8.5
Cc1nn(CC(=O)NC2CCCCC2)c(=O)c2cc3ccsc3n12 | -0.2 | 0.0 | -13.4 | 0.6
COc1ccc(-c2ccccc2)cc1N1C(=O)[C@@H]2C[C@H]1CN2C(=O)c1n[nH]c2c1CCC2 | 0.0 | -2.2 | 16.6 | 11.4
Cc1ccccc1-n1nc2c(c1NC(=O)c1cc(Br)ccc1Cl)CSC2 | -0.1 | 0.3 | 2.7 | 1.6
O=C(Nc1ccc2c(c1)CN(S(=O)(=O)c1ccccc1)CC2)C1CC1 | -0.1 | -1.1 | 4.4 | -3.3
COc1ccc(-c2nnc(NC(=O)c3ccccc3SC)o2)c(OC)c1 | -0.8 | -0.3 | -2.5 | 16.3
O=C(Nc1cccc(N2CCC(NCCc3cccs3)CC2)c1)c1ccncc1 | -0.1 | -1.9 | 2.9 | -13.9
Cc1cccc(CN2CCC(C(=O)NC(C)C)CC2)c1 | 0.5 | -0.8 | 0.6 | 77.1*
COc1ccc(CCNC(=O)CCN2C(=O)COc3ccccc32)cc1OC | 0.4 | -1.3 | 1.2 | 6.1
CC1CCN(C(=O)CCS(=O)(=O)c2ccc(Cl)cc2)CC1 | -0.1 | 1.3 | -26.8 | 1.5
CCC(C)(C)NC(=O)c1ccc2c(c1)N(CC(=O)N1C(C)CCCC1C)C(=O)C(C)(C)O2 (stereo not given) | 0.1 | 0.8 | 9.7 | 3.9
O=C1CCC(NC2CCN(Cc3ccccc3)CC2)CCN1Cc1ccccc1Cl (stereo not given) | -0.1 | -1.3 | 0.8 | -2.7
Cc1ccc(Nc2nc(=O)[nH]nc2C)cc1Cl | 0.2 | 0.7 | 0.9 | 12.9
O=C(O)c1ccccc1CSc1ccccc1 | -0.1 | 1.6 | -3.0 | -9.9
O=C(NCCN1CCOCC1)c1ccnc(N2CCOCC2)c1 | 0.1 | -0.5 | -4.5 | -9.6

Entries of single compounds, quoted from the list. Order of values: FBW7 act	GPR151 activ	TEAD-YAP inh	MITF primary
Entry for `COc1ccc(-c2nnc(NC(=O)c3ccccc3SC)o2)c(OC)c1` : -0.8	-0.3	-2.5	16.3
Entry for `CCOc1ccc(/C=C2/N=C(c3cc([N+](=O)[O-])ccc3OC)OC2=O)cc1` : -0.1	-1.3	7.0	3.0
Entry for `O=S(=O)(c1ccc(Cl)cc1)N1CCN(Cc2ccccn2)CC1` : -0.1	0.0	2.6	7.9

The results go on:
SMILES | FBW7 act | GPR151 activ | TEAD-YAP inh | MITF primary
Cc1cc(N2CCOCC2)nc2ccc(NC(=O)C3CC3)cc12 | 0.1 | 1.4 | -40.8 | 3.2
COc1ccc2c(CNCCc3ccccc3C)c(C(=O)O)n(Cc3ccc(F)cc3)c2c1 | -0.1 | 0.4 | 6.8 | 2.8
Cc1cccc(N(CC(=O)NC2CCCCC2)C(=O)CCC(=O)Nc2nc(C)cs2)c1 | -0.2 | -0.3 | 4.0 | -8.0
COc1ccc(CC(=O)NCCc2sc(-c3cccc(F)c3)nc2C)cc1OC | -0.2 | 1.1 | -12.7 | 22.7
C=C(C)CNC(=S)N/N=C/c1ccc(NC(C)=O)cc1 | 0.1 | -0.3 | -0.3 | 5.1
O=C(O)CC1(C(F)(F)F)OCCO1 | 0.1 | 0.7 | 8.4 | 14.1
CCN1CCc2c(sc(NC(=O)c3nc4ccccc4s3)c2C(N)=O)C1 | 0.2 | -1.6 | -8.3 | 18.8
CC(=O)NS(=O)(=O)c1ccc(NC(=O)c2n[nH]c(=O)c3ccccc23)cc1 | -0.1 | -1.6 | -4.7 | 5.0
CCCOc1c(Br)cc(Br)cc1/C=C1\NC(=S)NC1=O | -0.1 | -1.7 | -4.1 | 0.7
O=C1NOC(c2ccc(O)cc2)(c2ccc(O)cc2)c2ccccc21 | 0.1 | -0.1 | -0.6 | 14.3
O=C(NCc1ccccc1)N1CCC(CN2CCCCC2)CC1 | 0.0 | -2.0 | 11.1 | 7.7
COc1ccc(C(=O)N/N=C/c2ccccc2[N+](=O)[O-])cc1 | 0.0 | -3.3 | 21.9 | 5.3
CN1CCN(c2nc3c(c(=O)n(Cc4ccccc4)c(=O)n3C)n2C)CC1 | -0.1 | 1.7 | 2.5 | 1.6
COc1ccc(C(=O)COC(=O)CN2CC(=O)Oc3ccccc32)cc1Br | -0.1 | 1.6 | -21.0 | -3.6
COC(=O)c1c(NC(=O)C2CC=CCC2C(=O)O)sc2c1CCC2 (stereo not given) | 0.2 | -0.4 | 1.1 | 23.2
Cc1ccc(S(=O)(=O)Oc2c(CO)cc(Cl)cc2CO)cc1 | 0.1 | 4.5 | -7.9 | 7.4
CCN(CC)C(=O)C1CCCN(c2nc3ncnc(Nc4ccccc4)c3[nH]2)C1 (stereo not given) | -0.1 | -1.7 | 1.1 | 12.1
CCOC(=O)C1(CCCc2ccccc2)CCN(Cc2cnc[nH]2)CC1 | -0.1 | -3.0 | -2.6 | -5.4
CCOC(=O)C1=C(CN2CCN(C3CCCCC3)CC2)NC(=O)NC1c1cccs1 (stereo not given) | 0.3 | -0.6 | -0.8 | 10.0
CCCCNS(=O)(=O)c1ccc(NC(=O)c2ccc(SC)cc2OC)cc1 | -0.2 | 2.4 | 0.8 | -11.8
Cc1ccccc1CN1CCN2C(=O)[C@H]3CCCN3C(=O)[C@H]2C1 | 0.3 | 2.0 | -2.5 | 11.8
CCC(C)NS(=O)(=O)c1ccc(NC(=O)c2ccc3c(c2)OCO3)cc1 (stereo not given) | 0.8 | 0.9 | 7.2 | 14.7
Cc1c(-c2ccccc2)nc2ccccc2c1C(=O)N1CCN(C)CC1 | -0.2 | 0.4 | -3.3 | 6.8
OC1CCC(Nc2nccc(Nc3ccccc3)n2)CC1 (stereo not given) | 0.0 | 3.2 | 1.4 | 4.8
CCN(CC)C(=S)SC1CC(=O)N(c2ccc(S(=O)(=O)NC(C)=O)cc2)C1=O (stereo not given) | 0.1 | 3.9 | 18.8 | 29.5
Next records follow:
SMILES | FBW7 act | GPR151 activ | TEAD-YAP inh | MITF primary
COc1ccccc1C(=O)NC1(C(F)(F)F)NC(=O)N(CCc2ccccc2)C1=O (stereo not given) | -0.2 | 0.0 | 1.1 | -2.4
O=C1NC(=S)NC(=O)C1=Cc1ccccc1OS(=O)(=O)c1ccc(Cl)cc1 | 0.1 | 0.8 | -1.4 | 8.5
Cc1ccccc1NC(=O)CCCC(=O)O | 0.1 | -0.1 | -2.1 | 5.1
CC1CCN(S(=O)(=O)c2cc(C(=O)Nc3ccccc3Cl)ccc2F)CC1 | 0.1 | 0.1 | -2.5 | -4.5
COc1ccc(S(=O)(=O)NCC2CCCN(C3CSCCSC3)C2)cc1 (stereo not given) | 0.1 | 1.3 | 6.4 | 8.2
Cc1ccc(Cl)cc1NC(=O)C1CC(=O)c2ccccc21 (stereo not given) | -0.1 | 0.7 | 3.3 | -6.4
COCCNc1c(-c2ccc(OC)c(OC)c2)nc2n1CCNC2 | -0.2 | -1.1 | 6.6 | 9.4
CCOc1ccc(NC(=S)NN=C2CCCCC2)cc1 | -0.2 | -1.5 | -1.3 | 0.4
CCOC(=O)CSc1ccsc1[N+](=O)[O-] | 0.1 | -0.1 | 1.3 | 13.2
Cc1ccc(CNC(=O)CSc2cccc[n+]2[O-])cc1 | 0.1 | -0.4 | -28.4 | -2.2
CC(C)(S)C(=O)N[C@@H](CS)C(=O)O | 0.0 | -2.2 | -1.7 | -9.4
CN(C)CCNC(=O)C(=O)NCC1OCCN1S(=O)(=O)c1ccc(F)cc1 (stereo not given) | 1.3 | -0.8 | 2.1 | 0.9
O=C(Nc1cccc(-c2cc3ccccc3oc2=O)c1)c1ccc(Br)o1 | 0.5 | -0.2 | 10.4 | -3.9
Cc1cc(=O)n(CC(=O)NCc2csc(-c3ccccc3)n2)cn1 | -0.1 | 4.2 | -7.3 | -3.7

Fetched one by one from the list above:
SMILES | FBW7 act | GPR151 activ | TEAD-YAP inh | MITF primary
CCCOc1c(Br)cc(Br)cc1/C=C1\NC(=S)NC1=O | -0.1 | -1.7 | -4.1 | 0.7
CCN(CC)C(=O)C1CCCN(c2nc3ncnc(Nc4ccccc4)c3[nH]2)C1 (stereo not given) | -0.1 | -1.7 | 1.1 | 12.1
COC(=O)c1c(NC(=O)C2CC=CCC2C(=O)O)sc2c1CCC2 (stereo not given) | 0.2 | -0.4 | 1.1 | 23.2
CCOc1ccc(NC(=S)NN=C2CCCCC2)cc1 | -0.2 | -1.5 | -1.3 | 0.4
